# Screens: PubChem BioAssay, several laboratories
# FLuc stim CS: firefly luciferase counter-screen for stimulation assays | P08659 | ATPlite luciferase biochemical, luminescence, 10 min; 0 = ATP-free wells, 1 = DMSO control | activation factor at 10 µM | 200,000 tested, under 10 active;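 active means luciferase activation factor, scaled between plate controls, of at least 2 with compound at 10 µM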
# Target sequence (P08659 whole entry, looked up): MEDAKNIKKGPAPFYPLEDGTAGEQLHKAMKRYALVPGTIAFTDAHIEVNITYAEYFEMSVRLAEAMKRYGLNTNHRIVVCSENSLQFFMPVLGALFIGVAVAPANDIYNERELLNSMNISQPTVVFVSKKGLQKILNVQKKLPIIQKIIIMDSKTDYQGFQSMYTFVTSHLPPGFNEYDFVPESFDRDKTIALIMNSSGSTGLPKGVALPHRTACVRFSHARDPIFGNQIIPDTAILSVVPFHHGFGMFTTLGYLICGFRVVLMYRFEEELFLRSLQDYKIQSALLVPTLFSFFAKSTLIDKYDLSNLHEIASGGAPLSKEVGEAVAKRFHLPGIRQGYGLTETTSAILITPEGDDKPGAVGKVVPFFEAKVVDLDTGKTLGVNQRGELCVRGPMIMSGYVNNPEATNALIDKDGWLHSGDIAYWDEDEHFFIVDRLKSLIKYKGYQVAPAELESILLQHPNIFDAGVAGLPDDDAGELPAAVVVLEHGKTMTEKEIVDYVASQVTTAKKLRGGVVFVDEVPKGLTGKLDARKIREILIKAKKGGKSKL
#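 Assay system – cell-free luciferase reagent · Medium – PBS-based ATP solution · Dosing – test compounds dosed from 2 mM stocks in 100% DMSO · Timing – 10 min, room temperature · Technique – light output (luminescence) · Measure – luminescence gain marking luciferase activators · Controls – No-ATP low control, compound-free enzyme-plus-ATP high control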
# STAT3 inh: inhibitors of IL-6 induced STAT3 signaling. U3A cells, IL-6 STAT3-luciferase reporter, luminescence; host cell line lacks STAT1. inhibition, % at 5.5 µM. 0.89% of 190,000 active;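 active means inhibition above the mean inhibition across all screened compounds plus 3 SD, cut at about 44% in these data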;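 further: 0% = DMSO only wells and 100% = 100 µM nifuroxazide control wells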
# ROMK mod: modulators of human ROMK potassium channel; P48048; AID 1918; Tet-inducible ROMK, thallium flux fluorescence; actives lie on both sides; B-score at 10 µM; 2% of 130,000 active;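 active means signal ratio slope over the read window, or its plate-corrected B-score, at least 3 SD from the plate mean, either direction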;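 further: B-score of the F/F0 ratio slope over 7 to 12 s after thallium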
# Target sequence (P48048 whole entry, looked up): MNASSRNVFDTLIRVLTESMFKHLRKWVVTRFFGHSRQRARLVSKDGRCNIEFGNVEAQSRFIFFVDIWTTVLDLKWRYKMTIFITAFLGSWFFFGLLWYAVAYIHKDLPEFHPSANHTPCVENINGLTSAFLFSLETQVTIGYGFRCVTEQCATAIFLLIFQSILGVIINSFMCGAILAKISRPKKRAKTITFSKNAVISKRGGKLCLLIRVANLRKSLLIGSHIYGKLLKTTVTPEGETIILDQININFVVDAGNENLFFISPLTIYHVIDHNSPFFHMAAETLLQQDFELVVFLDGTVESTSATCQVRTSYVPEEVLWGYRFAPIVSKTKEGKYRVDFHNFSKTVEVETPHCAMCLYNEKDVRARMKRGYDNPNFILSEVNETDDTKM
# NF-kB neuron act: raises NF-kB expression in human neuronal cells; 1.6% of 190,000 active; fold change at 12.5 µM; AID 1239; NF-kB reporter expression; stronger effect = higher value; in the data active means fold change above about 3.3
# STAT3 act: increases IL-6 driven STAT3 reporter signal. U3A cells, IL-6 STAT3-luciferase reporter, luminescence; 100% = signal with IL-6 EC80 alone. activation (% of control), % at 5.6 µM. 0.91% of 190,000 active. AID 871;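 active means activation above the screen-wide mean of compound activation plus 3 SD, cut at about 130% in these data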;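 further: 0% = background luminescence of wells with medium and substrate only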
#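 Material: human STAT1-deficient U3A cells with stable STAT3-luciferase reporter / Probe or stimulus: IL-6 stimulus at 33 ng/mL final / Schedule: 1 h compound pre-exposure, 6 h IL-6 stimulation, 37 °C / Technique: luminescence / Read-out basis: percent of IL-6-only median luminescence / Control set: IL-6-only high control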
# APP 5'UTR act: activates APP 5'UTR luciferase reporter; SH-SY5Y APP 5'UTR luciferase reporter, luminescence; zero percent = DMSO vehicle wells; activation, % at 2 µM; 1% of 190,000 active; AID 1276;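 active means activation above a set limit, based on mean plus 3 SD of controls, cut at about 140% in these data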; further: values of inactives mirror those of a sister screen read the other way
# STAT1 act: increases IFN-gamma driven STAT1 reporter signal; NIH 3T3 STAT1-luciferase reporter, luminescence; 100% = IFN-gamma alone, no compound; activation (% of control), % at 5.5 µM; 2.6% of 200,000 active; AID 932;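 active means activation above the screen-wide mean activation plus 3 SD, cut at about 130% in these data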;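 further: raw ratio to IFN-gamma control signal so 100% means no change and 0% no light; values of inactives mirror those of a sister screen read the other way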
# FLuc inhib CS: counter-screen for luciferase assay inhibitors: firefly luciferase inhibition; P08659; inhibition, % at 10 µM; 1.5% of 200,000 active; ATPLite firefly luciferase biochemical luminescence, 10 min;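 active means inhibition above about 50% when tested at 10 µM, limit read from the data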
# STAT1 blocker: STAT1 signaling inhibition; NIH 3T3 STAT1-luciferase reporter, IFN-gamma, luminescence; inhibition, % at 5.5 µM; 0.35% of 200,000 active; AID 920;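 active means inhibition above a set limit, the mean inhibition across all tested compounds plus 3 SD, cut at about 34% in these data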;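 further: 0% = IFN-gamma with DMSO and 100% = IFN-gamma with 300 µM nifuroxazide; values of inactives mirror those of a sister screen read the other way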
# APP 5UTR inh: APP translation inhibition. SH-SY5Y APP 5'UTR-luciferase reporter, luminescence. inhibition, % at 2 µM. 0.82% of 190,000 active;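 active means inhibition above a set limit, derived from the sample mean plus 3 SD, cut at about 45% in these data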; further: values of inactives mirror those of a sister screen read the other way
# The depositor's hits bear a star; nt = not tested or not shown.
SMILES,FLuc stim CS,STAT3 inh,ROMK mod,NF-kB neuron act,STAT3 act,APP 5'UTR act,STAT1 act,FLuc inhib CS,STAT1 blocker,APP 5UTR inh
CCCn1c(=O)c(C(=O)NCc2ccco2)c(O)c2ccccc21,1,21.0,nt,1.1,83.8,13.0,99.8,-3.9,-1.0,-13.0
O=C(Nc1ccc(F)cc1)c1ccccc1NS(=O)(=O)N1CCCC1,1,12.6,-1.12,0.99,98.7,4.5,95.7,-1.0,3.8,-4.5
C#CCn1c(-c2cccs2)nc2ccccc21,1,8.2,-1.12,1.42,100.2,-1.8,105.0,3.9,-5.1,1.8
COc1ccc(NC(=O)c2ccc(CNS(=O)(=O)c3cccc(OC)c3)cc2)cc1,1,-0.5,-0.047,1.01,107.2,-17.9,105.2,1.4,-5.7,17.9
O=C(c1ccc(CN2CCc3ccccc3C2)cc1)N1CCN(c2ccc(F)cc2)CC1,nt,14.8,nt,nt,94.6,-0.6,104.3,nt,0.7,0.6
CCN(CC)S(=O)(=O)c1ccc(NC(=O)[C@@H](NC(=O)c2cc(OC)cc(OC)c2)C(C)C)cc1,1,9.6,0.216,0.73,101.6,-6.9,98.0,-3.8,1.3,6.9
O=C(CN1C(=O)c2cccc3cccc1c23)NCc1ccccn1,1.1,4.6,nt,1.19,99.4,-5.1,99.9,-6.2,0.1,5.1
COc1ccc2cc(CCNC(=O)c3c(-c4ccccc4Cl)noc3C)c(=O)[nH]c2c1,1.1,-0.4,nt,0.89,100.5,-0.2,99.5,-6.4,1.5,0.3
COc1ccc(/C=C2\CCCC(C(=O)C(F)(F)F)=C2O)cc1OC,1,24.8,-0.852,1.55,86.8,22.8,105.3,1.6,-6.5,-22.8
O=C1CC(Sc2nnnn2C2CCCCC2)C(=O)N1c1ccccc1 (stereo unspecified),0.4,6.3,nt,1.01,97.0,4.0,95.2,57.1*,5.2,-4.0
CC(C)(C)c1nc2scc(-c3ccc(Cl)cc3)c2c(=O)o1,1.1,7.6,1.36,1.18,94.6,5.1,100.2,-6.3,-0.1,-5.1
O=C1CCCC2=C1C(c1cccs1)Nc1ccccc1N2 (stereo unspecified),1.1,2.4,0.356,1.77,97.3,1.0,100.8,-5.0,-0.9,-1.0
COc1cccc(NC(=O)CSc2nc(C)cs2)c1,1,15.4,0.885,1.25,91.5,23.7,101.2,-4.7,-1.3,-23.7
O=C(CCN1C(=O)c2ccccc2C1=O)Nc1ccncc1,1.1,11.0,1.04,0.93,95.9,-6.4,97.2,-8.5,3.6,6.4
Cc1nc2nc[nH]n2c(=O)c1CC(=O)O,1.1,-5.5,0.523,1.04,103.2,9.1,96.7,-6.3,3.6,-9.1
COc1ccc(OC)c(C2C(C(N)=O)=C(C)Nc3nc(-c4cccc(Cl)c4)nn32)c1 (stereo unspecified),1,3.5,nt,0.78,100.7,1.5,97.9,-2.6,2.2,-1.5
CCCCOc1ccc(C)cc1CN(CCO)CCO,1,7.0,1.15,1.21,100.4,13.2,102.1,1.4,-2.2,-13.2
Cc1cc(C(=O)CN2CCCC(C)C2)c(C)n1-c1ccc(F)cc1 (stereo unspecified),1,-5.9,nt,0.91,107.9,17.7,142.7*,-1.8,-47.3,-17.7
O=C(CN(C(=O)c1ccccc1Cl)N1C(=O)C2C3C=CC(C3)C2C1=O)c1cccs1 (stereo unspecified),1.1,-0.4,nt,1.03,100.1,-10.7,94.3,-5.5,6.2,10.7
CCOC(=O)c1ccc(N2C(=O)CC(N3CCN(C(=O)c4ccco4)CC3)C2=O)cc1 (stereo unspecified),1.1,7.1,0.627,1.19,101.5,7.2,106.4,-5.7,-7.0,-7.2
Cn1ccc(NC(=O)Nc2cccc(C(F)(F)F)c2)n1,1.1,10.6,-0.654,1.32,96.2,-4.4,106.6,-5.1,-9.4,4.4
COc1ccc(/C(C)=N/OCC(=O)N2CC3(C)CC2CC(C)(C)C3)cc1 (stereo unspecified),1.1,-1.8,-0.403,1.01,102.6,2.4,100.5,-7.3,-1.1,-2.4
Cc1cc(C(F)F)n2nc(C(=O)Nc3sc4c(c3C(N)=O)CCC4)nc2n1,0.7,6.3,nt,0.64,97.0,26.1,107.5,25.8,-8.3,-26.1
CCOc1ccccc1CNC(=O)CCNC(=O)Cn1ccc2ccccc2c1=O,1,10.6,-1.68,1.73,95.8,0.0,103.7,-1.8,-4.0,0.0
C=C(C)c1cccc(C(C)(C)NC(=O)Nc2cc(C)ccn2)c1,1,-10.7,nt,0.59,105.0,17.3,103.6,-3.4,-4.0,-17.3
CC1CCN(C(=O)CN2C(=O)C(C)(C)Oc3ccc(C(=O)NC4CCCC4)cc32)CC1,1.1,2.5,nt,0.93,101.5,4.2,98.6,-5.1,1.5,-4.2
O=C(Nc1ccccn1)c1ccc(COc2ccccc2Cl)o1,1,-0.6,-0.493,1.97,103.7,-0.6,102.9,0.2,-3.2,0.6
O=C(c1ccco1)N1CCN(C(=O)c2cnn3cccnc23)CC1,1,-1.9,0.611,1.03,104.8,-3.7,104.2,-2.2,-3.9,3.7
COC(=O)C1=C(N)Oc2cc(C)n(Cc3ccncc3)c(=O)c2C1c1cccnc1 (stereo unspecified),nt,7.7,nt,nt,97.0,3.3,100.3,nt,-0.4,-3.3
O=C(Cc1ccc(Cl)cc1)NN1C(=O)c2ccccc2C1=O,1,11.3,nt,1.1,92.2,15.1,101.1,-4.4,-1.3,-15.1
Cc1cccc(NC(=O)c2cc(NC(=O)c3ccccc3)ccc2N2CCCCC2)c1,1,20.8,nt,1.2,85.2,5.5,96.1,-0.6,4.2,-5.5
COc1ccc(NC(=O)C2CSC(C)(C)N2C=O)cc1 (stereo unspecified),1,2.7,nt,1.92,99.7,4.2,99.8,-2.7,-1.4,-4.2
COc1ccc(C(=O)NCc2nnc(SCC(=O)N3CCCCC3)o2)cc1OC,1,-3.9,-0.16,0.95,103.1,-13.9,96.3,-3.4,2.2,13.9
COc1ccccc1C(=O)NNC(=O)c1ccc(F)cc1,0.9,-14.0,1.51,2.32,112.4,14.8,120.4,9.9,-22.8,-14.9
CCn1cc(C(=O)NC(=S)Nc2cccc(O)c2)cn1,0.9,-1.2,-1,1.16,101.2,34.1,103.0,8.8,-3.2,-34.1
NC(=O)[C@@H]1CCCNc2c(F)cc([N+](=O)[O-])cc2C(=O)N[C@@H](CO)C(=O)NCC(=O)N1,1,-1.2,0.958,1.29,98.6,11.9,99.2,-4.8,0.8,-11.9
O=C(COc1ccccc1C(=O)NCc1ccncc1)Nc1ccc(Br)cc1,1,-6.7,-0.468,1.43,110.2,9.5,103.5,-4.1,-3.9,-9.5
CCCn1cc(CN2CCCC(CNC(=O)c3ccc(F)cc3)C2)c(C)n1 (stereo unspecified),1,-1.3,-0.867,1,103.1,6.7,96.7,-3.3,1.7,-6.7
O=C(O)/C=C\C(=O)NCc1ccccc1,1,-4.0,nt,1.19,108.1,6.9,93.5,-4.1,7.2,-6.9
COc1ccc(NS(=O)(=O)c2cccc(N3CC(O)=C(c4ccccc4)C3=N)c2)cc1,1,-2.1,nt,1.16,101.4,6.2,95.3,-2.3,5.2,-6.2
Nn1cc(-c2ccccc2)nc1SCC(=O)Nc1ccc2c(c1)OCO2,1,3.3,-1.37,1.05,100.2,-4.5,102.9,4.0,-3.2,4.5
COc1ccc2nc(NC(=O)CN(C)S(=O)(=O)c3cccs3)sc2c1,0.9,2.0,nt,1.19,102.4,14.2,102.2,10.6,-2.4,-14.2
COCCOC(=O)C1=C(C)N(Cc2ccccc2)C(=O)NC1c1cccc(OC)c1OC (stereo unspecified),1,-3.5,nt,0.94,106.5,6.5,106.5,-3.6,-7.1,-6.5
COCCNC(=O)c1cc2nc(-c3ccc(F)cc3)cc(C(F)(F)F)n2n1,1.1,25.5,-0.326,1.02,82.3,2.1,102.3,-9.3,-2.5,-2.1
COCc1cc(C)[nH]c(=O)c1C(=O)NC12CC3CC(CC(C3)C1)C2,1,7.9,0.0643,1.1,97.9,-12.1,106.3,-1.8,-7.1,12.1
O=C(NC(=S)N1CCN(Cc2ccc3c(c2)OCO3)CC1)c1ccc(Cl)cc1,1,0.3,nt,0.81,104.6,2.6,97.3,-3.3,2.9,-2.6
Cc1cccc(CSc2nnc(Cn3c(=O)sc4ccccc43)n2C)c1,1,5.0,nt,0.88,96.0,25.0,105.7,-2.5,-5.2,-25.0
COC(=O)[C@H](CC(C)C)NC(=O)N1CCN(c2cccc(C(F)(F)F)c2)CC1,1,2.1,-0.866,0.98,98.3,3.6,102.3,-0.6,-2.5,-3.6
Cc1nc2ccccc2c2nc3ccccc3n12,1,4.5,-0.757,0.78,95.0,9.9,114.5,3.1,-15.8,-9.9
CC(C)=CCN1CCN(Cc2c(C)nn(C)c2Cl)CC1CCO (stereo unspecified),1.1,7.6,-0.128,1.14,95.5,8.7,102.8,-5.2,-5.0,-8.7
COC1(OC)N=C(N)C2(C#N)C(c3ccccc3)NC(C)=CC12C#N (stereo unspecified),1,-2.3,nt,1.17,105.8,9.0,102.1,-3.7,-2.3,-9.0
O=C(NCc1ccncc1)c1ccc(Cl)c(S(=O)(=O)N2CCOCC2)c1,1,3.1,nt,1.02,100.6,-4.9,106.5,-2.5,-7.2,4.9
CCSc1nc2[nH]ncc2c(=O)[nH]1,1.1,-3.7,0.336,1.32,103.8,-0.6,99.5,-9.0,0.6,0.6
CC1CCCCC1NC(=O)/C(C#N)=C/c1ccc2c(c1)OCCO2 (stereo unspecified),1,5.7,-2.37,1.19,99.0,16.9,100.7,-0.1,-0.7,-16.9
COc1ccccc1N1CCN(C(=O)Cn2nc(C(F)(F)F)c3c2CCC3)CC1,1.1,-0.4,nt,1.1,101.5,4.3,98.2,-6.2,2.9,-4.3
COCCOC(=O)c1c(C)oc2ccc(OS(C)(=O)=O)cc12,0.9,6.9,-0.286,1.21,99.0,-7.1,108.7,7.4,-9.3,7.1
Cc1csc(NC(=O)C(CC(C)C)NS(=O)(=O)c2ccc3c(c2)oc(=O)n3C)n1 (stereo unspecified),0.9,2.6,nt,1.59,105.5,-4.9,109.0,5.4,-9.9,4.9
COc1ccc2[nH]c(C)c(CCN(Cc3cccs3)C(=S)Nc3ccccc3)c2c1,1.1,2.3,nt,0.5,105.7,-1.0,88.1,-6.2,13.2,1.0
COc1cccc(S(=O)(=O)N2CCN(C(=O)c3ccco3)CC2)c1,1.1,7.7,0.496,1.08,95.4,-4.9,89.6,-5.9,11.0,4.9

# Given with values under each structure: entries from further up.
# Value order – FLuc stim CS	STAT3 inh	ROMK mod	NF-kB neuron act	STAT3 act	APP 5'UTR act	STAT1 act	FLuc inhib CS	STAT1 blocker	APP 5UTR inh
> COc1ccccc1N1CCN(C(=O)Cn2nc(C(F)(F)F)c3c2CCC3)CC1
 : 1.1	-0.4	nt	1.1	101.5	4.3	98.2	-6.2	2.9	-4.3
> COCCOC(=O)c1c(C)oc2ccc(OS(C)(=O)=O)cc12
 : 0.9	6.9	-0.286	1.21	99.0	-7.1	108.7	7.4	-9.3	7.1
> Cc1csc(NC(=O)C(CC(C)C)NS(=O)(=O)c2ccc3c(c2)oc(=O)n3C)n1 (stereo unspecified)
 : 0.9	2.6	nt	1.59	105.5	-4.9	109.0	5.4	-9.9	4.9
